IDH1 R132H inh: qHTS for Inhibitors of mutant isocitrate dehydrogenase 1 (IDH1): qHTS | AID 602179, 2012 | IDH1-R132H enzyme, NADPH consumption, diaphorase/resazurin fluorescence | Potency, µM (doses to about 76.6 µM), for the others: at the top dose activity change, negative = inhibition, hits mostly inhibitors | hit rate 0.093% among 390,000 | Isocitrate dehydrogenase [NADP] cytoplasmic (Homo sapiens), O75874; note: potency is the fitted concentration of half-maximal effect; % is set by controls: 0 for no effect and ±100 for the full control effect; nearly all actives have a fitted effect of over 65% in size
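IDH1-R132H (0.5 ug/mL dispensed) in pH 7.5 Tris buffer was preincubated 30 min with compound, then given a substrate mix of 0.016 mM NADPH and 2 mM alpha-KG for 80 min at room temperature; remaining NADPH was read by diaphorase/resazurin fluorescence.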
D2 agonist: HTS Assay for Allosteric Agonists of the Human D2 Dopamine Receptor: Primary Screen for Agonists | AID 485358, 2010 | hit rate 0.53% among 340,000 | HEK293 T-REx D2 cells, calcium flux agonist mode | D(2) dopamine receptor (Homo sapiens), P14416 | activation, % at 2 µM;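 active = activation over 3 SD above normal in the single-dose calcium agonist read, cut at about 30% in these data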; note: 0% is about no effect
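Tetracycline-induced HEK293 T-REx cells with force-coupled D2 receptor, plated overnight at 30 C, loaded with no-wash calcium dye. After a 10 s baseline, compound was pin-added and calcium flux read kinetically for 180 s; calcium rises flagged agonists.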
D2 antagonist: HTS Assay for Allosteric Antagonists of the Human D2 Dopamine Receptor: Primary Screen for Antagonists; HEK293 TREx D2 cells, calcium flux, dopamine EC80; D(2) dopamine receptor (Homo sapiens), P14416; inhibition, % at 10 µM; hit rate 2% among 340,000; in the data active = inhibition above about 30%; note: 0% is about no effect
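Compounds are added to dye-loaded, induced HEK293 T-REx cells coupled to calcium release via D2; after a 3 min kinetic read an EC80 dopamine stimulus is given and fluorescence is recorded for 3 more min.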
TRHR agonist: qHTS for Small Molecule Agonists and Allosteric Enhancers of Human TRH Receptor: Primary Screen for Agonists; hit rate 0.18% among 360,000; activation, % at 2 µM; Thyrotropin-releasing hormone receptor (Homo sapiens), P34981; AID 493084, 2011; TRHR cells, calcium flux fluo-8, FDSS agonist mode; in the data active = activation above about 30%; note: 0% is about no effect
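In this calcium-flux screen, cells bearing human TRHR are dye-loaded with fluo-8, baselined for 10 cycles, then exposed to library compounds; positive kinetic calcium responses during the agonist phase mark hits, with TRH as control.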
TrxR1 inh: qHTS Assay for Inhibitors of Mammalian Selenoprotein Thioredoxin Reductase 1 (TrxR1): qHTS | Thioredoxin reductase 1, cytoplasmic (Rattus norvegicus), O89049 | hit rate 1% among 390,000 | recombinant rTrxR1, NADPH fluorescence consumption, selenite substrate | AID 588453, 2011 | Potency, µM (series often up to 114 µM), inactives show at the top dose activity change, negative = inhibition, most hits filed as inhibitors; note: potency is the fitted concentration of half-maximal effect; % is set by controls: 0 for no effect and ±100 for the full control effect; nearly all actives have a fitted effect of over 65% in size
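Rat TrxR1 (90 nM in the dispensed reagent) was pre-reduced with 400 uM NADPH for 5 min at room temperature, then incubated with compound for 15 min. After 400 uM selenite was added, NADPH fluorescence (Ex 340/Em 450 nm) was followed for 8 min.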
TrxR1 substrate: qHTS Assay for Substrates of Mammalian Selenoprotein Thioredoxin Reductase 1 (TrxR1): qHTS | purified TrxR1 substrate turnover, NADPH consumption readout | Potency, µM (doses to about 114 µM), inactives show at the highest dose activity change, negative = substrate turnover | hit rate 0.01% among 390,000; note: potency is the fitted concentration of half-maximal effect; % is set by controls: 0 for no effect and ±100 for the full control effect; nearly all actives have a fitted effect of over 50% in size
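Rat TrxR1, dispensed at 90 nM, was prereduced with 400 uM NADPH (final) for 5 min at ~22 deg C, then incubated with compound 15 min before 400 uM selenite. A first-read NADPH fluorescence drop versus no-compound background flagged substrates.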
TRHR enhancer: qHTS for Small Molecule Agonists and Allosteric Enhancers of Human TRH Receptor: Primary Screen for Enhancers; Thyrotropin-releasing hormone receptor (Homo sapiens), P34981; TRHR cells, fluo-8 calcium fluorescence, EC20 TRH enhancement; enhancement, % at 2 µM; hit rate 0.66% among 360,000; AID 493056, 2011; in the data active = enhancement above about 30%; note: 0% is about no effect
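TRHR-expressing cells loaded with fluo-8 calcium dye were read kinetically (ex 480/em 530) during compound addition, then stimulated with an EC20 of TRH (10 nM final). Enhancement of the Gq-mediated intracellular calcium response was scored.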
USP1 inh: Inhibitors of USP1/UAF1: Primary Screen; recombinant USP1/UAF1, Ub-Rhodamine cleavage fluorescence; Potency, µM (series often up to 57.1 µM), for the others: top-dose activity change, negative = inhibition, most hits filed as inhibitors; Ubiquitin carboxyl-terminal hydrolase 1 (Homo sapiens), O94782; AID 743255, 2014; hit rate 0.23% among 390,000; note: potency is the fitted concentration of half-maximal effect; % is set by controls: 0 for no effect and ±100 for the full control effect; nearly all actives have a fitted effect of over 60% in size; inactives centre near -12
Target sequence (O94782 whole entry, looked up): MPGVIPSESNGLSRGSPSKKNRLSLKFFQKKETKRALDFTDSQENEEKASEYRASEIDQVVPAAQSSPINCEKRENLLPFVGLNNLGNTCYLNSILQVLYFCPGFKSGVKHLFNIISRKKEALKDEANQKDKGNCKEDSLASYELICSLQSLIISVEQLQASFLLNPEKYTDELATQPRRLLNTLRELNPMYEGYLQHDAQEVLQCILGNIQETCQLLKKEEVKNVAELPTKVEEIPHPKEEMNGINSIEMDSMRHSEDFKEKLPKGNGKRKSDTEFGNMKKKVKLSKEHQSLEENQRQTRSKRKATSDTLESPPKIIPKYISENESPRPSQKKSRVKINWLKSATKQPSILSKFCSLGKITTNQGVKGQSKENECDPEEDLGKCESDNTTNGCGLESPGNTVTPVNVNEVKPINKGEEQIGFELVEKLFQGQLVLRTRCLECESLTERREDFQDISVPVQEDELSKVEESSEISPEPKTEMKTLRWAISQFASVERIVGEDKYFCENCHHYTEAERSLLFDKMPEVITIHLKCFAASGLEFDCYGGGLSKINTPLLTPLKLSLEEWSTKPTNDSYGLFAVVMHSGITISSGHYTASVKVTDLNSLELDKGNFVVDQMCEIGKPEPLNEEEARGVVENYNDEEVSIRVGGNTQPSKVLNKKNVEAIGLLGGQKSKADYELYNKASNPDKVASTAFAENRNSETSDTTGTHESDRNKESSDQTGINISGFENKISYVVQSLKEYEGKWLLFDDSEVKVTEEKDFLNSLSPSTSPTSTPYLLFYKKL
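USP1/UAF1 complex at 1 nM was preincubated with compound for 15 min at room temperature, then Ub-Rho substrate (150nM final) was added. Fluorescence (480/540 nm) was read kinetically, 6 reads every 60 seconds.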
Pin1 inhibitor: qHTS Assay to Find Inhibitors of Pin1; Peptidyl-prolyl cis-trans isomerase NIMA-interacting 1 (Homo sapiens), Q13526; Pin1 FP peptide displacement, HiFluor488, 10 min; Potency, µM (series often up to 115 µM), without a hit: top-dose activity, negative = inhibition, hits mostly inhibitors; hit rate 0.009% among 390,000; AID 504891, 2011; active = well fitted inhibition curve with a large enough effect in the polarisation, with a control signal flat, not every such curve was filed as active; inconclusive = small, poorly fitted or top-dose-only effect, or effect the other way, or a change in a side signal; inactive = no such curve, though single readings can be large or run the other way; the % refers to the polarisation; note: potency is the fitted concentration of half-maximal effect; % is set by controls: 0 for no effect and ±100 for the full control effect
Target sequence (Q13526 whole entry, looked up): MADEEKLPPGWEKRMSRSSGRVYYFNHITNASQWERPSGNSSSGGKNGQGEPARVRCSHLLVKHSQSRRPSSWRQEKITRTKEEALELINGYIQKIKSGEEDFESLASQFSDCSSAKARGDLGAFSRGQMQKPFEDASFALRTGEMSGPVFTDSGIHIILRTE
An asterisk follows results filed as active; ? = inconclusive; . = not tested or not shown; [ ] = dose if it differs, or a comment. Unless noted, calls come from the whole dose curve; as a rule, active = well fitted inhibition curve with a large enough effect; inconclusive = small, poorly fitted or top-dose-only effect; inactive = no such curve, though single readings can be large or run the other way. An excerpt (hit frequency here may not be typical).

SMILES | IDH1 R132H inh | D2 agonist | D2 antagonist | TRHR agonist | TrxR1 inh | TrxR1 substrate | TRHR enhancer | USP1 inh | Pin1 inhibitor
Cc1ccc2cc(CN(C)S(C)(=O)=O)c(=O)[nH]c2c1 | 20% | 0.0 | -25 | -0.1 | 12%[57.1 µM] | 10% | 0 | -11% | 0%
N=c1sccn1CC(=O)Nc1cc(Cl)ccc1Oc1ccccc1 | -4% | 2.1 | -2 | 1.9 | -7% | -4% | -14 | -21% | 0%
Cc1ccc(-n2c(O)c(C=Nc3ccccc3-c3n[nH]c(=S)[nH]c3=O)c3ccccc3c2=O)c(C)c1 | ? | -0.7 | -2 | 0.4 | ? | -7% | 0 | -27% | .
COc1cc(NC(=O)CCn2c(-c3ccccc3)cc(C(C)=O)c2C)cc(OC)c1 | 33%[activator] | 0.5 | . | -0.6 | 25%[57.1 µM] | 2%[57.1 µM] | -1 | ? | -2%
CC(Oc1cccc(Cl)c1)C(=O)Nc1ccc([N+](=O)[O-])cn1 (stereo not drawn) | 5% | . | . | -0.2 | -33% | -18% | -11 | -13% | -2%
Cc1cc2cc(C)c3nnc(SCC(=O)NCc4ccc5c(c4)OCO5)n3c2cc1C | 2% | . | . | . | -2% | 10% | . | -19% | 20%
c1ccc(OCCCn2nnc(-c3ccc(N4CCOCC4)cc3)n2)cc1 | -4% | -0.3 | 9 | 0.0 | 6% | 7% | -3 | -25% | -2%
O=C1C2C3C=CC(C4CC34)C2C(=O)N1Cc1ccccc1 (stereo not drawn) | 5% | 0.9 | -20 | 0.9 | 22%[57.1 µM] | -7%[57.1 µM] | 5 | -7% | -10%
COc1cc(/C=C2\C(=N)N3N=C(N4CCOCC4)SC3=NC2=O)ccc1OC(=O)c1ccccc1 | -9% | 0.2 | -17 | 0.3 | 6%[57.1 µM] | 0%[57.1 µM] | -3 | -3% | ?
O=C(CCCn1nnc2ccccc2c1=O)N[C@H](C(=O)O)c1ccccc1 | 7% | -0.1 | 0 | 0.4 | 9% | 4% | -3 | -13% | 0%
COc1ccc(CC(=O)NCC2CCCN(Cc3cccc(C(F)(F)F)c3)C2)cc1 (stereo not drawn) | 5% | 2.2 | -15 | -0.4 | 2%[57.1 µM] | -3%[57.1 µM] | 1 | -8% | 5%
CC1Cc2cc(S(=O)(=O)CCC(=O)NC3CCCCC3)ccc2N1C(=O)C1CC1 (stereo not drawn) | 0% | 0.6 | -10 | 0.5 | 10% | 1% | -3 | -11% | -8%
CN(C)S(=O)(=O)c1ccc(C(=O)OCCn2cnc3c2c(=O)n(C)c(=O)n3C)cc1 | 18% | 0.9 | -21 | -0.7 | 8%[57.1 µM] | -7% | 1 | ? | 0%
Cc1nc2nc(C)c(CCC(=O)NC3CCCCC3)c(C)n2n1 | -7% | 0.9 | -10 | 0.8 | 15% | 5% | 2 | -8% | 0%
O=C1[C@H]2[C@@H](c3ccc(F)cc3)N3C(=O)N(c4ccccc4)C(=O)[C@@]3(Cc3ccc(Cl)cc3)[C@H]2C(=O)N1C1CCCCC1 | 17% | 0.1 | 10 | 1.8 | 14%[57.1 µM] | -2%[57.1 µM] | -1 | -20% | 2%
Cc1cc(C(=O)COc2cccnc2[N+](=O)[O-])c(C)n1-c1ccccc1 | 20% | -0.5 | 9 | -0.3 | -3%[57.1 µM] | 4%[57.1 µM] | 1 | -14% | -3%
C=C(C)Cn1c(SCC(=O)O)nnc1-c1ccccc1 | 1% | -0.7 | -6 | -0.1 | 22% | 7% | 9 | -20% | 6%
CCN(CC)CCNC(=O)c1ccc(NC2=NC3CS(=O)(=O)CC3S2)cc1 (stereo not drawn) | -12% | -0.8 | -23 | -0.6 | 3%[57.1 µM] | 4%[57.1 µM] | 4 | -9% | 0%
O=C(COC(=O)c1ccc(Cl)cc1O)Nc1cccnc1Cl | 10% | -0.6 | 6 | -0.8 | -2%[57.1 µM] | 5%[57.1 µM] | -2 | 8% | -3%
CCOC(=O)COn1c(=O)c(-c2ccc(OCC)cc2)[n+]([O-])c2ccccc21 | 3% | 0.2 | -8 | -0.4 | 11% | 0% | 4 | 1% | 5%
COc1ccccc1Nc1nnc(SCC(=O)NC2CC2)s1 | 8% | -2.0 | -9 | -0.8 | 8% | 1% | -4 | -18% | 4%
CC(C)(C)NC(=O)c1ccc2c(c1)N(CC(=O)NC1CCCC1)C(=O)C(C)(C)O2 | -2% | -0.8 | 53* | -0.1 | 1%[57.1 µM] | -1%[57.1 µM] | -4 | -21% | 5%
CCOc1ccc(N=C(NC#N)SCC(=O)NC2CC2)cc1 | -8% | 0.8 | -1 | 0.0 | 18% | -3% | -4 | 0% | 31%[activator]
COCCSc1nnc(NC(=O)C(C)(C)C)s1 | 5% | -0.3 | 2 | 0.6 | -9% | -5% | 8 | -9% | -3%
O=C1C(=O)N(CCN2CCOCC2)C(c2cccnc2)/C1=C(/O)c1ccccc1 (stereo not drawn) | . | -0.4 | 22 | 0.5 | . | . | 4 | . | .
COc1cc(OC)c(OC)cc1CN1CCN(Cc2ccc(SC)cc2)CC1 | 5% | 0.5 | 17 | -0.2 | 14% | -5% | 23 | -1% | -9%
CC(C)C(c1nnnn1C(C)(C)C)N1CCOCC1 (stereo not drawn) | -3% | 2.1 | -11 | -0.5 | 4%[57.1 µM] | 5%[57.1 µM] | 0 | -6% | -4%
CSc1nc2nc3c(cc2c(=O)n1-c1cccc(C)c1)COC(C)(C)C3 | 3% | -1.1 | -14 | -0.5 | -6%[57.1 µM] | 5% | -2 | 4% | -7%
Cc1ccc(N(C(=O)c2ccccn2)C2(C(=O)NC3CCCC3)CCCCC2)cc1 | 5% | 5.9 | 18 | 0.6 | 4% | -4% | -3 | -13% | 4%
CC(=CC(=O)c1ccccc1)c1ccccc1 | -3% | . | . | . | 2% | -6% | . | -7% | -11%
CCCCC(=O)Nc1ccc(NC(=O)c2ccco2)cn1 | 5% | -0.3 | 4 | 0.5 | -11%[57.1 µM] | -9% | -9 | 0% | -5%
Cc1ccc(CNC(=O)c2cccnc2Cl)cc1 | -4% | 1.9 | -4 | 0.2 | 7%[57.1 µM] | -2%[57.1 µM] | 0 | -14% | -6%
COc1cc(-c2cn(S(=O)(=O)c3cccc4nsnc34)nc2N)cc(OC)c1OC | -1% | -0.3 | 8 | -0.8 | 7%[2.29 µM] | 7%[2.29 µM] | 4 | -14% | -1%
CCOc1ccc(OCC)c(NC(=O)c2nnn(CC(=O)Nc3cc(Cl)ccc3OC)c2N)c1 | -4% | -0.2 | . | 0.7 | 28% | 34% | 1 | -25% | ?
COc1ccccc1-n1c(SCC(=O)c2ccc(O)cc2O)nc2cc([N+](=O)[O-])ccc21 | 8% | 0.1 | 6 | 0.0 | -13%[57.1 µM] | -2%[57.1 µM] | -4 | -12% | 6%
O=C(CN1C(=O)NC2(CCCC2)C1=O)Nc1cc(C(F)(F)F)ccc1N1CCOCC1 | -4% | . | . | . | 4% | -3% | . | 5% | 3%
Cc1cccc(CCNC(=O)C2CCN(S(=O)(=O)c3cccc4cccnc34)CC2)c1 | -2% | -0.4 | 2 | -0.9 | -10% | -9% | 14 | -16% | 1%
Cc1ccc(C(=O)C2Oc3ccccc3C3CC(c4ccc(C)cc4)=NN23)cc1 (stereo not drawn) | 0% | . | . | 0.8 | 14% | -1% | 0 | -24% | 19%
CCN(CC)S(=O)(=O)c1ccc(N2CCOCC2)c(NC(=O)C2CCCO2)c1 (stereo not drawn) | 1% | 0.3 | 7 | -0.4 | 3% | 1% | -4 | -10% | 1%
CN(c1nnc(NC(=O)Nc2ccc(Br)cc2)s1)C1CCCCC1 | 3% | 0.2 | . | 0.2 | 5% | 2% | 1 | -9% | 0%
CCOc1ccccc1OCC(=O)Nc1cccc(S(=O)(=O)NC2=NCCCCC2)c1 | 4% | 1.5 | -11 | 0.0 | -1% | -5% | 6 | -21% | 0%
COc1ccc(CN2CCCC2C(=O)Nc2ccc(OC)c(OC)c2)cc1OC (stereo not drawn) | 0% | -0.3 | -11 | -0.1 | 9% | 6% | 10 | -6% | ?
N#C/C(C(=O)Oc1ccccc1)=C1/Nc2ccccc2-c2ccccc21 | -7% | 0.4 | -18 | 0.9 | -12% | 8% | 0 | 2% | 51%[activator]
CCOC(=O)c1c(NC(=O)COC(=O)c2ccccn2)sc(C(=O)N(C)C)c1C | 3% | 0.1 | -1 | 0.2 | 3% | -3% | 3 | -17% | 10%

D2 antagonist: entries above that show a hit.
SMILES | IDH1 R132H inh | D2 antagonist | TRHR agonist | TrxR1 inh | TrxR1 substrate | TRHR enhancer | USP1 inh | Pin1 inhibitor
CC(C)(C)NC(=O)c1ccc2c(c1)N(CC(=O)NC1CCCC1)C(=O)C(C)(C)O2 | -2% | 53* | -0.1 | 1%[57.1 µM] | -1%[57.1 µM] | -4 | -21% | 5%

Screening results as filed in PubChem.
